DT40 TDP1 CPT – growth inhibition of DT40 Tdp1-/-;hTDP1 cells with camptothecin (screen for TDP1 inhibitors); chicken DT40 Tdp1-/-;hTDP1 cells + 20 nM CPT, ATP luminescence, 48 h; Potency, µM (titrated, usually from 46.2 µM), for inactives: top-dose activity change, negative = growth inhibition, most hits filed as inhibitors; hit rate 12% among 420,000; note: nearly all actives have a fitted effect of over 55% in size
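Cell growth measured by CellTiter-Glo luminescence after a minimum 48 h, 37 C compound exposure with 20 nM CPT in Tdp1-knockout DT40 cells stably expressing hTDP1, seeded 400/well; qHTS titration format.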
FEN1 inhibitor – inhibitors of human flap endonuclease 1; P39748; Recombinant FEN1 flap cleavage, fluorescence, 15 min; Potency, µM (series often up to 114 µM), for inactives: at the highest dose activity change, negative = inhibition, usual class: inhibitors; hit rate 0.35% among 390,000; AID 588795; note: nearly all actives have a fitted effect of over 65% in size
Target sequence (P39748 whole entry, looked up): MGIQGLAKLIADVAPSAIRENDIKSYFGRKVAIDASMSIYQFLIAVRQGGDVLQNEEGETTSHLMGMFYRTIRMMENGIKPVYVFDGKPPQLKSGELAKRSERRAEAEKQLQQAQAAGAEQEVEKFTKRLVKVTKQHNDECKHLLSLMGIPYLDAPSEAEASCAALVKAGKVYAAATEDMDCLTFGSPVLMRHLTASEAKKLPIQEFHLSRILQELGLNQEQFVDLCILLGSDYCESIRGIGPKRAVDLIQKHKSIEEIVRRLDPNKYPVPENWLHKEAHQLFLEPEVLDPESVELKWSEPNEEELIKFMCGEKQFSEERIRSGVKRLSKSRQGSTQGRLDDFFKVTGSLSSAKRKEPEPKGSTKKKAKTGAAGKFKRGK
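Quantitative HTS format: each compound was titrated, incubated with 10 nM nuclease for 15 min at room temperature, then challenged with flap substrate at 50 nM final. Signal change over 15 min gave concentration–effect curves.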
GCN5L2 inh – inhibitors of human GCN5L2 histone acetyltransferase; hit rate 0.21% among 390,000; GCN5L2 HAT assay, ThioGlo1 CoA-SH fluorescence; Q92830; AID 504327; Potency, µM (top dose mostly 58.9 µM), without a hit: at the top dose activity change, negative = inhibition, actives largely listed as inhibitors
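Preincubate 20nM GCN5L2 with compound 15 min, RT → add 50uM ThioGlo1 + 75uM H3(1-25) + 70uM acetyl-CoA → read fluorescence 0 and 20 min. Primary qHTS; fluorescent artifacts likely.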
* hit, by the source's call; ? = inconclusive; nt = not tested or not shown; & = joins results of further samples; [ ] = remark or other dose. Calls come from the whole dose curve; as a rule, active = well fitted curve in the direction sought with a large enough effect; inconclusive = small, poorly fitted or top-dose-only effect, or another doubt; inactive = no such curve, though single readings can be large; an effect the other way counts as inactive or inconclusive. % is set by controls: 0 for no effect and ±100 for the full control effect; potency is the fitted concentration of half-maximal effect. Not all compounds are listed (hit frequency here may not be typical).

SMILES	DT40 TDP1 CPT	FEN1 inhibitor	GCN5L2 inh
CC(=O)N1C[C@H]2CON(C)[C@H]2C[C@H]1c1ccccc1Br	-1%	7%	nt
CCOC(=O)c1c(-c2ccc(C)cc2)csc1NC(=O)C1CCCO1 (stereo unspecified)	?	1%	-8%
Nn1c(=S)[nH]nc(Cc2ccc(O)cc2)c1=O	3%	-11%	-4%
CCN1CCN(C(c2ccccc2)c2sc3nc(C)nn3c2O)CC1 (stereo unspecified)	11%	1%	-13%
O=C(CSCc1ccccc1)NC1CCSC1=O (stereo unspecified)	4%	6%	-3%
CC(S)C(=O)NCC(=O)O (stereo unspecified)	?	nt	12%
O=C1c2ccccc2C(=O)N1Cc1nc2ccccc2o1	0%	5%	2%
COc1ccc(S(N)(=O)=O)cc1C(=O)NCC1(N2CCCCC2)CCCCC1	1%	1%	0%
Cc1ccc(CSc2nc3ccncc3[nH]2)cc1	?	19%	-1%
CN(CC1CCCO1)S(=O)(=O)c1ccc(C(=O)Nc2ccccc2F)cc1 (stereo unspecified)	1%	-1%	nt
COc1ccccc1OCC(=O)Nc1ccc2c(c1)n(C)c(=O)n2C	-3%	38%[activator]	-5%
COc1ccc(CN2CCC(=O)N([C@H](CO)c3ccccc3)CC2)cc1OC	-12%&-6%	-2%&-13%	-2%
Cc1cc(CN2CCCC(C(=O)Nc3ccc(-c4nc5ccccc5[nH]4)cc3)C2)n[nH]1 (stereo unspecified)	18µM*	9%	-4%
CCOc1ccc(Cn2nnc(C(=O)NCCc3ccccc3)c2N)cc1	1%	2%	0%
NC(=O)c1ccc(N2CCCCCC2)c([N+](=O)[O-])c1	?	-15%	-9%
Cc1nnc(N2CCOCC2)c2ccccc12	-9%	-7%	-4%
COCCn1nnnc1C(c1cc2ccc(C)cc2[nH]c1=O)N(Cc1ccco1)Cc1cccs1 (stereo unspecified)	-7%	-10%	-13%
O=C1OCc2nc3cc4c(cc3c(-c3ccc(F)cc3)c21)OCO4	-21%	8%	15%
CCN(C(=O)CSc1nnc2ccccn12)c1c(N)n(Cc2ccccc2)c(=O)[nH]c1=O	22%	-2%	-2%
COc1ccc(N2C(=O)CCC(C(=O)N(C)C3CCCCC3)C2c2ccc(OC)c(OC)c2)cc1 (stereo unspecified)	-9%	3%	2%
CCCc1cc(=O)oc2cc(C)cc(OC(C)C(=O)N[C@@H](Cc3c[nH]c4ccccc34)C(=O)O)c12 (stereo partly specified)	-8%	-2%	-5%
Cc1cc(N2CCCC2=O)c(N)cc1N	-1%	0%	-8%
CCc1cccc(CC)c1NC(=O)Cn1c(-c2ccccc2Cl)nc2ccccc21	1%	-4%	-5%
CC(=O)c1cccc(NC(=O)N2CCCCCC2)c1	6%	17%	-4%
O=CN/N=C/c1c(O)ccc2ccccc12	7.3µM*	-1%	-24%
Cc1ccc(NC(=O)CSCc2cc(=O)n3nc(C4CC4)sc3n2)cc1	?	-5%	1%
CN(C)c1ncc2ncc(=O)n(CCc3ccccc3)c2n1	21µM*	nt	-18%
CCn1c(=O)c(CCC(=O)NCCN2CCOCC2)c(C)c2c(C)nn(-c3cccc(C)c3)c21	?	17%	1%
CCCNc1nc(Cl)nc(Nc2ccc(Cl)cc2)n1	?	-14%	-1%
CCCCC(=O)Nc1nc(C)c(-c2csc(Nc3ccccc3OC)n2)s1	23µM*	-3%	-12%
COCCCNc1nc2nonc2nc1N1CCC(C(C)N2CCOCC2)CC1 (stereo unspecified)	0%	0%	1%
CCOC(=O)C1CCN(Cc2ccc(F)cc2F)CC1	1%	-2%	-6%
COc1cc(NC(=O)c2cccs2)ccc1NC(=O)c1ccco1	-7%	6%	-24%
CSCC[C@H](NC(=O)c1cccc([N+](=O)[O-])c1C)c1nc2ccccc2[nH]1	-26%	3%	2%
CCc1n[nH]c(=S)n1N=C1CCC(C)CC1 (stereo unspecified)	11%	19%	-11%
Cc1ccc(N2CN=C3SCC(=O)N3C2)cc1C	-27%	-3%	1%
CCOc1ccc(CCNC(=O)CCSCc2ccc(Cl)cc2)cc1OCC	?	7%	-3%
CC(C)CN1C(=S)SC(C)(C)C1n1oc(=O)n(-c2ccc(Cl)cc2)c1=O (stereo unspecified)	?	-10%	-9%
O=C(/C=C/c1cccc(Br)c1)c1ccc2c(c1)OCO2	?	2%	-6%
Cc1cc(C(=O)NCCc2ccc(Cl)cc2)c2c(C)nn(-c3cccc(F)c3)c2n1	-28%	-3%	2%
COc1ccc(N2CC(C(=O)Nc3nnc(SCCC4OCCO4)s3)CC2=O)cc1 (stereo unspecified)	-9%	-22%	?
Cc1n[nH]c(C)c1CCC(=O)N/N=C/c1c[nH]c2ccccc12	2%	0%	3%
O=C1C2C3C=CC(C3)C2C(=O)N1c1nccs1 (stereo unspecified)	-22%	47%[activator]	-2%
Cc1ccc2c(c1)N=C(c1ccc(Cl)cc1)CO2	?	-1%	-7%
O=C(COC(=O)c1ccccc1)NCC1CCCO1 (stereo unspecified)	-13%	8%	2%
Cc1ccccc1NC(=O)Cn1c(C)nc2ccc(N)cc2c1=O	-20%	-1%	-4%[0.501 µM]
COc1ccc(-n2nc([N+](=O)[O-])c(=NC3CCN(Cc4ccccc4)CC3)n2O)cc1	16µM*	-1%	0%
CCOc1ccc(CCNC(=O)c2c(C)noc2C)cc1OCC	0%	0%	-1%

Part of the list above, with two lines to a compound.
Second line of a record: DT40 TDP1 CPT | FEN1 inhibitor | GCN5L2 inh
CN(CC1CCCO1)S(=O)(=O)c1ccc(C(=O)Nc2ccccc2F)cc1 (stereo unspecified)
 : 1% | -1% | nt
COc1ccccc1OCC(=O)Nc1ccc2c(c1)n(C)c(=O)n2C
 : -3% | 38%[activator] | -5%
COc1ccc(CN2CCC(=O)N([C@H](CO)c3ccccc3)CC2)cc1OC
 : -12%&-6% | -2%&-13% | -2%

Further results follow:
SMILES	DT40 TDP1 CPT	FEN1 inhibitor	GCN5L2 inh
COc1ccc(S(N)(=O)=O)cc1C(=O)OCC(=O)NC(C)(C#N)C1CC1 (stereo unspecified)	-4%	-3%	2%
Cc1cc(C)c2cc(CN(CCO)C(=O)NC3CCCCC3)c(=O)[nH]c2c1	6%	18%	-3%
O=C(CN1CCN(Cc2ccccc2)CC1)Nc1ccc(Cl)cn1	-9%	-4%	-3%
COc1cc(-c2nc3sc(C)c(C)c3c(=O)o2)cc(OC)c1OC	-2%	-2%	-1%
Cc1cc(C)nc(Nc2n[nH]c(-c3ccccc3Br)n2)n1	-6%	0%	1%
O=C(CCCSc1nc2ccccc2[nH]1)N1CCN(c2ccccc2)CC1	?	-12%	-4%
COc1ccc(S(=O)(=O)NC2CC3CCC2C3)cc1Cl (stereo unspecified)	13%	-1%	-7%
Cn1c(=O)cc(SCC(=O)N2CCN(c3ccc(F)cc3)CC2)c2ccc(Cl)cc21	-10%	9%	3%
COc1ccccc1-n1c(CNC(=O)COc2ccccc2)n[nH]c1=S	1%	-1%	-4%
CC1CCC(C(C)C)C(OC(=O)Cn2nnc3c(cnn3-c3ccccc3)c2=O)C1 (stereo unspecified)	?	-1%	-8%
CC(C)C(=O)Nc1nnc(CCN2CCCCC2)s1	-8%	-2%	-4%
CCOc1ccccc1NC(=O)c1ccc2c(Cl)c3c(nc2c1)CCCC3	?	-6%	-6%
Cc1cc(C)c(NC(=O)C(=O)NCc2ccco2)c(C)c1	0%	1%	-3%
CCc1ccc(/C=N/NC(=O)c2cc(-c3ccncc3)nc3ccccc23)s1	4.6µM*	-7%	-6%
Cc1c(C(=O)OCCOc2ccc(Br)cc2)sc(=S)n1C	-2%	14%	-10%
O=C(CN1C(=O)C(c2ccc(F)cc2)=NC12CCCCCC2)Nc1ccc(F)c(Cl)c1	?	?	-9%
CC(=O)Nc1ccc(-c2nnc(SCC(=O)n3c4c(c5ccccc53)CCCC4)n2C)cc1	-7%	6%	-3%
COc1cccc(-c2nc(SCC(=O)Nc3ccc4c(c3)OCCO4)c(-c3ccccc3)[nH]2)c1	23µM*	5%	-13%
CCN(CC(=O)Nc1c(F)cccc1F)C(=O)C1CC(=O)N(CCc2ccccc2)C1 (stereo unspecified)	7%	1%	-2%
CCCC(C)NC(=O)c1ccc(C2SCC(=O)N2Cc2ccco2)cc1 (stereo unspecified)	-18%	7%	-1%
O=C(O)CCC(=O)N1CCc2cc(S(=O)(=O)NCc3ccc(F)cc3)ccc21	-5%	15%	0%
CC(C)CCn1cnc2c(oc3nc4c(cc32)CCCC4)c1=O	?	2%	2%
CNC(=S)N(CCCn1ccnc1)Cc1c(F)cccc1Cl	0%	-7%	-4%
CCN1C/C(=C/c2ccc(N3CCOCC3)cc2)C(=O)/C(=C/c2ccc(N3CCOCC3)cc2)C1	?	79µM*	-19%
COc1ccc(S(=O)(=O)/C(C#N)=C/Nc2ccc(NC(C)=O)cc2)cc1	0%	-6%	-18%
NNc1nccc(Nc2ccccc2C(=O)O)n1	-10%	-23%	8%
CC[C@H](C)[C@H]1CNC(=S)N1CC1CCN(CC2CCC(C)CC2)CC1 (stereo partly specified)	-29%	21%	nt
Cc1ccc(CC(=O)Nc2ccncc2)cc1	5.8µM*	-2%	3%
Cc1ccc2nc(CN3CCN(S(=O)(=O)c4ccc(C)c(C)c4)CC3)oc2c1	-22%	-2%	0%
Cc1csc(NC(=O)C(NS(=O)(=O)c2ccc(Br)s2)c2ccccc2)n1 (stereo unspecified)	-3%	-14%	1%
CC(=O)Nc1ccc2nc(-c3cc(C)ccc3C)[nH]c2c1	3.3µM*	5%	9%
CCC(=O)N1CCc2cc(S(=O)(=O)NC(Cc3ccccc3)C(=O)NC3CCCCC3)ccc21 (stereo unspecified)	-8%	-1%	-2%
CCOc1nc2ccccc2nc1NS(=O)(=O)c1ccccc1	-6%	4%	-2%
Cc1c(NC(=O)c2cc(-c3ccc(O)cc3)on2)c(=O)n(-c2ccccc2)n1C	-4%&-18%	24%&20%	-4%&-5%
Cc1c(S(=O)(=O)N2CCC(C)CC2)c(=O)n(C)c(=O)n1C	4%	0%	-7%
COc1ccccc1CNc1ncncc1-c1ccccc1C	-13%	nt	-5%
CC(C)c1ccc(/C=C/C(=O)NC(=S)NN2CCOCC2)cc1	?	10%	-1%
CCN(CCCNC(=O)Cn1ncc2c([nH]c3ccccc32)c1=O)Cc1ccccc1	-14%	19%	-17%
CCOC(=O)CCC(=O)N1CCOCCOCCN(C(=O)CCC(=O)OCC)CCOCC1	-7%	1%	-19%[0.501 µM]
Cc1ccc(C2C(=O)N(C3CCCCCC3)CC(=O)N2C(C)C)cc1 (stereo unspecified)	?	3%	-3%
CCOC(=O)[C@@H]1[C@H]2COc3cc(OC)ccc3[C@@H]2N2C(=O)N(c3ccc(Br)cc3)C(=O)[C@@]12C	?	-6%	-11%
CC(C)CNC(=O)C(=O)Nc1c2c(nn1-c1ccc(Cl)cc1)CSC2	?	21%	-8%
Cc1nn(-c2ccccc2)nc1C(=O)Oc1cc(C(F)(F)F)nn1-c1ccccc1	-4%	8%	-3%
Cc1cc(C)cc(NC(=O)COC(=O)CC2CCCC2)c1	7%	-9%	-4%

Gathered by group, the compounds so far containing a Cl atom.
SMILES	DT40 TDP1 CPT	FEN1 inhibitor	GCN5L2 inh
CCc1cccc(CC)c1NC(=O)Cn1c(-c2ccccc2Cl)nc2ccccc21	1%	-4%	-5%
CCCNc1nc(Cl)nc(Nc2ccc(Cl)cc2)n1	?	-14%	-1%
CCOc1ccc(CCNC(=O)CCSCc2ccc(Cl)cc2)cc1OCC	?	7%	-3%
CC(C)CN1C(=S)SC(C)(C)C1n1oc(=O)n(-c2ccc(Cl)cc2)c1=O (stereo unspecified)	?	-10%	-9%
Cc1cc(C(=O)NCCc2ccc(Cl)cc2)c2c(C)nn(-c3cccc(F)c3)c2n1	-28%	-3%	2%
Cc1ccc2c(c1)N=C(c1ccc(Cl)cc1)CO2	?	-1%	-7%
O=C(CN1CCN(Cc2ccccc2)CC1)Nc1ccc(Cl)cn1	-9%	-4%	-3%
COc1ccc(S(=O)(=O)NC2CC3CCC2C3)cc1Cl (stereo unspecified)	13%	-1%	-7%
Cn1c(=O)cc(SCC(=O)N2CCN(c3ccc(F)cc3)CC2)c2ccc(Cl)cc21	-10%	9%	3%
CCOc1ccccc1NC(=O)c1ccc2c(Cl)c3c(nc2c1)CCCC3	?	-6%	-6%
O=C(CN1C(=O)C(c2ccc(F)cc2)=NC12CCCCCC2)Nc1ccc(F)c(Cl)c1	?	?	-9%
CNC(=S)N(CCCn1ccnc1)Cc1c(F)cccc1Cl	0%	-7%	-4%
CC(C)CNC(=O)C(=O)Nc1c2c(nn1-c1ccc(Cl)cc1)CSC2	?	21%	-8%
